CD40 NFkB inh: CD40 pathway inhibition in BL2 cells. BL2 NF-kB luciferase reporter, CD40L-induced, 4 h. actives 0.94% (n = 83,000). inhibition, % at 10 µM;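 active means mean inhibition of at least 50% with a set share of replicates also reaching that level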;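 further: 0% = neutral control wells and 100% = IKK inhibitor VII at 50 µM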
An asterisk follows results filed as active; & = joins results of further samples; [ ] = dose if it differs, or a comment.

SMILES | CD40 NFkB inh
CCS(=O)(=O)c1ccc(C=NNc2nc3ccccc3o2)cc1 | -54
Cc1ccccc1-c1nc(CN2CCC(C(=O)NCCCN3CCCC3)CC2)c(C)o1 | -2
Cc1ccc2cc(-c3noc(C4CCCO4)n3)c(=O)[nH]c2c1 (configuration not stated) | -96
N#C[C@H]1[C@@H](c2ccccc2C2=CCCC2)[C@@H](CO)N1C(=O)c1cccc(F)c1 | 2[25 µM]
Cc1ccc(S(=O)(=O)NCC[C@@]2(C)C3CCC2(C)C(=O)C3)cc1 (some centres not stated) | 2
COc1ccc(NC(=O)CN(C)C(=O)c2cc(-c3ccncc3)nc3ccccc23)cc1 | 3
CN=C1SC(CC(=O)Nc2sc3c(c2C#N)CCCC3)C(=O)N1C (configuration not stated) | -1
CC(OC(=O)c1cccc(-n2cnnn2)c1)C(=O)NCc1ccccc1 (configuration not stated) | 4
CC(=O)Nc1cc(-c2cccc(C(=O)N(C)C)c2)cn2c(-c3ccc(F)cc3)cnc12 | -27
COC(=O)c1[nH]c2ccc(F)cc2c1NC(=O)CCN1CCN(C(=O)c2ccco2)CC1 | 7
COc1cc(/C=C2\C(=O)N(c3ccc(S(N)(=O)=O)cc3)N=C2C)ccc1OC(=O)c1ccco1 | 16
Cc1cc(=O)[nH]c(CN2CCC(c3ccccc3)CC2)n1 | 6
C[C@H](CO)N1C[C@H](C)[C@H](CN(C)CC2CCCCC2)Oc2ccc(NC(=O)Nc3ccc(C(F)(F)F)cc3)cc2C1=O | 69*
O=C(c1ccco1)N1CCN(S(=O)(=O)c2ccc([N+](=O)[O-])cc2)CC1 | 1
N#C[C@@H]1[C@@H](c2ccc(C#Cc3ccccc3F)cc2)[C@H](CO)N1C(=O)C1CC1 | -4[25 µM]
O=C(Nc1scc(-c2cccs2)c1C(=O)O)c1cccs1 | 10
CO[C@H]1CN(C)C(=O)c2ccc(NC(=O)c3cc(C)on3)cc2OC[C@H](C)NC[C@H]1C | 7[25 µM]
Cc1cc(C(=O)OCC(=O)N2CCc3ccccc32)c(C)o1 | -36
CCN(CC(O)COCc1ccc(Cl)cc1)C1CCCCC1 (configuration not stated) | -1
COc1cccc(S(=O)(=O)N(C)C[C@@H]2OCc3cnnn3CCCC(=O)N([C@H](C)CO)C[C@H]2C)c1 | -8[25 µM]
CCCCOc1ccc(CNn2c(C)nc3ccccc3c2=O)cc1 | 11
O=S(=O)(Nc1ccncc1)c1ccccc1 | 2
O=C(NCc1ccccc1)c1ccccc1OCC(=O)N1CCCCC1 | 1
COc1cccc(C(=O)OCC(=O)Nc2cc(C)on2)c1OC | 0
COc1ccccc1C(=O)COC(=O)CNC(=O)c1ccc(Br)o1 | -2

Another view of some results above.
SMILES: O=C(NCc1ccccc1)c1ccccc1OCC(=O)N1CCCCC1
  CD40 NFkB inh = 1
SMILES: COc1cccc(C(=O)OCC(=O)Nc2cc(C)on2)c1OC
  CD40 NFkB inh = 0
SMILES: COc1ccccc1C(=O)COC(=O)CNC(=O)c1ccc(Br)o1
  CD40 NFkB inh = -2

New compounds follow:
SMILES | CD40 NFkB inh
O=C(C[C@H]1CC[C@H]2[C@@H](COC[C@H](O)CN2CCc2ccccc2)O1)NCCCN1CCOCC1 | -5[25 µM]
Cc1cccc(NC(=O)Cn2nnc(-c3cccs3)n2)c1C | -1
COc1ccccc1NC(=O)Nc1nc(CC(=O)Nc2ccc(F)cc2)cs1 | 2
C[C@@H]1CCn2nncc2COC[C@H]2CCCN2C1=O | -34[25 µM]
CN(C)C(=O)c1ccc(-c2ccc(C3[C@H]4CNC[C@@H]3N4C(=O)NC3CCCC3)cc2)cc1 (some centres not stated) | -9[25 µM]
C[C@H]1CN(C)C(=O)c2cccnc2O[C@@H]1CN(C)S(C)(=O)=O | 10
Cc1ccc(-c2noc(CC(c3ccccc3)c3ccccc3)n2)cc1 | 5
O=C1c2cccnc2C(=O)N1Cc1ccc2c(c1)OCO2 | 12
COc1cccc(OC)c1C(=O)OCC(=O)NCC(C)C | 6
COC(=O)CCC(=O)Nc1sc(C)c(C)c1C(N)=O | 1
Cc1ccc(S(=O)(=O)N[C@@H]2CC[C@H](CCn3cc(C4CCCC4)nn3)O[C@H]2CO)cc1 | -9
O=C(Cc1cccnc1)N1[C@H](CO)[C@H](c2ccccc2)[C@@H]1CNCC1CCC1 | 2[25 µM]
Cc1noc(C)c1CSc1nnc2n(-c3ccccc3)c(=O)c3ccccc3n12 | 4
O=C(NC1CCCC1)C1CCC(CNS(=O)(=O)c2ccccc2)CC1 (configuration not stated) | 8
O=C(NCCc1ccccn1)c1cc2ccccc2o1 | -51
COc1ccc2c3c([nH]c2c1)[C@H](CO)NCC31CCN(C(=O)C2CCOCC2)CC1 | 4[25 µM]
CO[C@H]1CN(C)C(=O)c2cc(NC(=O)C3CC3)ccc2OC[C@@H](C)N(CC2CCCC2)C[C@@H]1C | 5
CCC(=O)N1[C@H](CO)[C@H](c2ccccc2)C12CN(C(=O)Nc1ccccc1F)C2 | -3[25 µM]
CCOC(=O)C1CCN(C(=O)c2ccc(N3CCOCC3)c([N+](=O)[O-])c2)CC1 | 1
N#C[C@@H]1N[C@H](CO)[C@H]1c1ccc(C#CC2CCCCC2)cc1 | -26[25 µM]
CC1(O)CC2CC1C(C(=O)O)C2C(=O)O (configuration not stated) | 1
O=C(C=CC(=O)OC1CCCCC1)OC1CCCCC1 | 3
Cc1cc(C)nc(NC(N)=NCCc2c[nH]c3ccccc23)n1 | 66*
COc1ccc2cc(N=Cc3nc(-c4ccc(C)cc4)oc3O)cnc2c1 | -1
CC1(c2ccc3c(c2)OCCCO3)NC(=O)N(CC(=O)NCCc2ccc(F)cc2)C1=O (configuration not stated) | -2
SMILES | CD40 NFkB inh
Fc1ccc(-c2c[nH]c(=S)n2Cc2ccccc2)cc1 | -4
Cc1cc(C(=O)Nc2ccc(S(=O)(=O)Nc3nccs3)cc2)c(C)o1 | 3
COc1ccc(S(=O)(=O)Nc2ccc3c(c2)OC[C@H](C)NC[C@H](C)[C@H](OC)CN(C)C3=O)cc1 | -3[25 µM]
Cc1ccc(C(=O)CCC(=O)NC2=NCCS2)cc1 | 1
COc1ccc(C(=O)COC(=O)c2cncc(Br)c2)cc1 | -8
CCc1ccc(-c2nc(CN3CCC(C(=O)NCc4ccccc4OC)CC3)c(C)o2)cc1 | -3
Oc1ccccc1C=NN=Cc1c(O)ccc2ccccc12 | -87
O=C(OCC(=O)N1CCOCC1)c1cnc(Cl)c(Cl)c1 | 0
O=C(NCc1ccccc1)[C@H]1[C@H](CO)[C@H]2Cn3c(cccc3=O)[C@@H]1N2C(=O)Cc1ccccn1 | -5[25 µM]
C[C@@H](NC(=O)C[C@H]1C[C@@H]2c3cc(NS(=O)(=O)c4ccc(F)cc4)ccc3O[C@@H]2[C@@H](CO)O1)c1ccccc1 | -4[25 µM]
COc1cc(OC)cc(C(=O)NC2CC3CCC(C2)N3C)c1 (configuration not stated) | 6
CCOC(=O)CN1C(=O)CSc2ccc(S(=O)(=O)N3CCOCC3)cc21 | 4
CCCNC(=O)C1(C)CCCN(Cc2ccccc2N(C)C)C1 (configuration not stated) | 4
c1nc(SSc2ncnc3nc[nH]c23)c2[nH]cnc2n1 | -16
CC(=O)OCC(=O)C1=CCC2C3CCC4=CC(=O)C=CC4(C)C3(F)C(OC(C)=O)CC12C (configuration not stated) | -2
NC(=O)NCc1ccc(F)cc1 | 13
CCC(=O)N1[C@@H](CO)[C@@H]2c3ccccc3N(S(=O)(=O)c3ccc(F)cc3)C[C@@H]21 | 2[25 µM]
CCNC(=O)C1CCCN(Cc2ccc(C(=O)OCC)cc2)CC1 (configuration not stated) | -2
CCCCn1c(N)c(N(CC(C)C)C(=O)c2oc3c(Cl)cccc3c2C)c(=O)[nH]c1=O | 0
Cc1ccc(CNC(=O)c2cc3c(=O)n(C)c4ccccc4c3n2C)cc1 | 19
c1ccc(-c2nnnn2-c2ccccn2)cc1 | -5
C[C@@H]1CN([C@H](C)CO)C(=O)CCCn2nncc2CO[C@@H]1CN(C)C(=O)Nc1cccc(Oc2ccccn2)c1 | 8[25 µM]
N#C[C@H]1[C@H](c2ccccc2-c2ccccc2)[C@@H](CO)N1C(=O)Cc1ccncc1 | 6[25 µM]
O=C(CC1C(=O)N(c2ccccc2)C(=O)N1C1CCCCC1)Nc1ccccc1 (configuration not stated) | -2
COC(=O)c1cc(Br)ccc1NC(=O)CSCc1c(C)noc1C | 17

For convenience, part of the list above:
SMILES | CD40 NFkB inh
CCS(=O)(=O)c1ccc(C=NNc2nc3ccccc3o2)cc1 | -54
Cc1ccccc1-c1nc(CN2CCC(C(=O)NCCCN3CCCC3)CC2)c(C)o1 | -2
Cc1ccc2cc(-c3noc(C4CCCO4)n3)c(=O)[nH]c2c1 (configuration not stated) | -96
N#C[C@H]1[C@@H](c2ccccc2C2=CCCC2)[C@@H](CO)N1C(=O)c1cccc(F)c1 | 2[25 µM]
Cc1ccc(S(=O)(=O)NCC[C@@]2(C)C3CCC2(C)C(=O)C3)cc1 (some centres not stated) | 2

New compounds follow
SMILES | CD40 NFkB inh
O=C(COc1ccccc1)NCC(c1ccco1)N1CCN(c2ccc(F)cc2)CC1 (configuration not stated) | 5
Cc1ccc(CN(C)C[C@H]2OCc3cnnn3CCCC(=O)N([C@H](C)CO)C[C@@H]2C)cc1 | 5
COc1ccccc1NC(=O)Cn1cnc2c(cnn2-c2ccccc2)c1=O | 8
Cc1cc(Br)ccc1NC(=O)CNC(=O)CN(C)C1CCS(=O)(=O)C1 (configuration not stated) | 11
Cc1cc(C(=O)Nc2ccc3c(c2)C(=O)N(C)[C@H]2CC[C@H](CC(=O)O)O[C@H]2CO3)no1 | -8[25 µM]
Cc1noc(C)c1C(=O)N(C)C[C@@H]1OCc2ccccc2-c2c(n(C)c3ccccc23)C(=O)N([C@H](C)CO)C[C@@H]1C | -6
CCCCn1c(N)c(N(CCOC)C(=O)c2cc(-c3ccc(OC)cc3)nc3ccccc23)c(=O)[nH]c1=O | 6
O=C(NCc1ccco1)c1ccc2c(c1)OCCO2 | -47
Cc1ccc(S(=O)(=O)NCCC(=O)NCC(c2cccs2)N(C)C)cc1C (configuration not stated) | -3
COc1ccc(N2CCN(C(=O)CSc3nnc(C)c(=O)[nH]3)CC2)cc1 | -4
O=C(Cc1ccccc1)N1C[C@@H]2[C@H](c3ccccc31)[C@H](CO)N2C(=O)C1CCCC1 | 0
COCCNC(=O)c1cc2c(c(-c3cccc(-c4cccc(F)c4)c3)n1)[C@@H](CCO)N([S@](=O)C(C)(C)C)C2 | 6
Cc1ccc(NCc2ccco2)cc1C | -66
O=C(NCC(c1ccco1)N1CCN(c2ccccc2)CC1)c1ccco1 (configuration not stated) | 6
COc1ccc(-c2ccc([C@H]3[C@H](C#N)N(C(=O)NC4CCCCC4)[C@H]3CO)cc2)cc1 | -6
COC(=O)c1sc2nc3c(cc2c1N)COC(C)(C)C3 | -43
COc1ccccc1NC(=O)CSc1nnc(CSc2nc(C)cc(C)n2)o1 | 3
O=S(=O)(c1ccc(NCCCO)nc1)N1CCOCC1 | 12
COc1cccc(N2CCN(Cc3ncc(-c4ccccc4)o3)CC2)c1 | 1
Cc1ccc(NC(=O)c2ccc(OCc3c(C)noc3C)cc2)nc1 | 0
COCc1cc(=O)n2[nH]cc(-c3ccsc3)c2n1 | 7
O=S(=O)(Nc1cc(S(=O)(=O)N2CCOCC2)ccc1NCC1CCCO1)c1ccccc1F (configuration not stated) | -1
Cc1nc2cc(O)ccc2n1C | 12
COc1cc(CN(C)C(=O)C(=O)c2c[nH]c3ccccc23)ccc1O | 0
CC(C)NC(=O)N(C)C[C@@H]1Oc2c(NC(=O)c3nc4ccccc4s3)cccc2C(=O)N([C@H](C)CO)C[C@H]1C | -6
SMILES | CD40 NFkB inh
O=C(COC(=O)c1ccc2c(c1)OCO2)Nc1cccc(F)c1 | -4
Cc1nnc(NC(=O)C2CC(=O)N(Cc3ccccc3)C2)s1 (configuration not stated) | 6
CCC(=O)N1[C@H](CN(C(C)C)S(C)(=O)=O)[C@@H](c2ccccc2)[C@@H]1CO | 1[25 µM]
C[C@@H](O)C#Cc1ccc([C@@H]2[C@H]3CN(C(=O)c4ccncc4)CCCCN3[C@H]2CO)cc1 | 2[25 µM]
CCN1C(=O)C(=CC=CN(C)c2ccccc2)SC1=S | -53
CC(=O)N1C[C@@H]2C(c3ccccc3)[C@H](C1)N2Cc1ccc(F)cc1 (some centres not stated) | 3&1
Cc1ccc(C)c2c(N)c3c(nc12)CCCCC3 (tested in a mixture with another compound) | 8
Cc1cccc(-n2c(=O)c3c(C)c(C)sc3n(CC(N)=O)c2=O)c1 | 1
CSc1ccc(CN2CCN(CCC(C)C)C(CCO)C2)cc1 (configuration not stated) | 3
CCn1c2ccccc2c2cc(NC(=O)c3cccc([N+](=O)[O-])c3)ccc21 | -9
O=C(NCC1CCC(C(=O)O)CC1)c1cccnc1 (configuration not stated) | -4
CCOC(=O)c1c(C)[nH]c(C(=O)N(C)CC(=O)Nc2ccc(OC)cc2)c1C | 4
N#Cc1cnc(=S)n(-c2cc(C(F)(F)F)cc(C(F)(F)F)c2)c1N | 0
CN(C)C(=O)[C@@H]1[C@@H](CO)[C@@H]2Cn3c(cccc3=O)[C@@H]2N1C(=O)C1CCC1 | -4

The list is partial, so the mix of outcomes need not match the whole.
